PDI inh = inhibitors of human protein disulfide isomerase; P07237; PDI insulin aggregation turbidity, A650, 90 min; inhibition, % at 10 µM; 350,000 compounds, 0.052% hits;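 active = mean inhibition across replicates of 30% or more, whatever share of single replicates reach that level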;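 also: absorbance from insulin aggregation driven by PDI reduction with DTT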
Target sequence (P07237 whole entry, looked up): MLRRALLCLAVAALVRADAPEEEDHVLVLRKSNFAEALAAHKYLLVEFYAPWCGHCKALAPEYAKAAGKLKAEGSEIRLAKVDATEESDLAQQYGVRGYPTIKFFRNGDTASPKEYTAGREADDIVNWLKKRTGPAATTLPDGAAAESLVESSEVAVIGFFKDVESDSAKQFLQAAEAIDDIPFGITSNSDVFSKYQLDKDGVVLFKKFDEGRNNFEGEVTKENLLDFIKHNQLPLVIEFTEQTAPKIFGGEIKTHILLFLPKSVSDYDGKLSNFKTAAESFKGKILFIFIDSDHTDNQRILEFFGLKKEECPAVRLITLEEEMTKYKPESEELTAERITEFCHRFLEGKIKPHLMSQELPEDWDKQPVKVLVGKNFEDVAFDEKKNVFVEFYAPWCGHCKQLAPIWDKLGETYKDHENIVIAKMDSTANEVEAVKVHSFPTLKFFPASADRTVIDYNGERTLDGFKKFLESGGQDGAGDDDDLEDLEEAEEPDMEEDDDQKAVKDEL
Peg3 prom inh = reduces Peg3 promoter-driven luciferase expression in HeLa; HeLa PEG-Prom luciferase reporter, luminescence, overnight; AID 588405; inhibition, % at 20 µM; 360,000 compounds, 1.7% hits;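 active = inhibition of at least 50% at 20 µM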
aDG glyco act = increases alpha dystroglycan glycosylation; AID 624168; 360,000 compounds, 0.22% hits; Pro5-aDG cells, alpha-DG glycosylation AlphaScreen (IIH6); 0% Pro5, 100% B10-LARGE cell signal; activation, % at 10 µM;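 active = activation of at least 8% versus controls, or a plate z-score of at least 8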;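 also: Pro5 are CHO cells carrying HIG-tagged alpha-DG that lacks glycosylation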
NR2E3 ag-1 = NR2E3 (human) agonism; GST-NR2E3/biotin-RetCOR TR-FRET, 1536-well; inhibition of corepressor binding, % at 4.78 µM; 320,000 compounds, 0.12% hits; AID 2300;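 active = percent inhibition above the cutoff of mean plus 3 SD of all tested compounds, set per screening campaign, cut at about 20% in these data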;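 also: 0% = DMSO wells and 100% = biotin wells as full block of FRET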
Target sequence (Q9Y5X4 whole entry, looked up): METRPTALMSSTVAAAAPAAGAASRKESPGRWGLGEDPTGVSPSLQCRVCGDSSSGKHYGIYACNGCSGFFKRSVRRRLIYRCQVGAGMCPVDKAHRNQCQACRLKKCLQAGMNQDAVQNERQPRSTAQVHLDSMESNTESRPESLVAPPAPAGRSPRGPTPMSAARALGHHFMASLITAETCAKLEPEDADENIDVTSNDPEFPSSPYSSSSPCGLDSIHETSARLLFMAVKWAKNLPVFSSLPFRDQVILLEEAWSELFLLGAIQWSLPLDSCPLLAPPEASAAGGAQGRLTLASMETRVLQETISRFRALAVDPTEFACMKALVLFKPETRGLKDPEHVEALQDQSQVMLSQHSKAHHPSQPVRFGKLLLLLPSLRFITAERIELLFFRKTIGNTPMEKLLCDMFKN
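Format: 1536-well format; test system: GST-NR2E3 and biotin-RetCOR proteins; read-out basis: percent inhibition of TR-FRET ratio; timing: 5 h incubation at 4 °C; detection: time-resolved FRET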
Granule exo inh = blocks lytic granule exocytosis; TALL-104 LAMP-1 surface exposure, flow cytometry; cells stimulated with thapsigargin and PMA; inhibition, % at 10 µM; 360,000 compounds, 0.66% hits;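 active = inhibition above about 55%, limit read from the data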
NR2E3 ag-2 = agonists of human NR2E3 nuclear receptor. Q9Y5X4. CHO-S Gal4-NCOR/VP16-NR2E3 two-hybrid, luciferase. inhibition of corepressor binding, % at 3.98 µM. 360,000 compounds, 0.35% hits. AID 602229;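 active = inhibition above the mean of all tested compounds plus 3 SD, cut at about 70% in these data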;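 also: 0% = DMSO with NR2E3 transfected cells and 100% = cells lacking NR2E3 construct; higher means lower luciferase signal from less NR2E3 corepressor binding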
Vif imaging = blocks HIV Vif function. HEK293T cells, Vif self-association by quenched fluorescence, imaging, 24 h. inhibition, % at 7.49 µM. 340,000 compounds, 0.35% hits. AID 602346; in the data active = inhibition above about 50%, passing the limit was not always enough; also: some results filed as inactive read as strong as hits
hiPSC survival = enhancers of human iPSC single-cell survival | hiPSC single-cell survival, ATPlite luminescence; 100% = ROCK inhibitor wells, 0% = DMSO | survival enhancement, % at 20 µM | 360,000 compounds, 0.044% hits | AID 602274; in the data active = survival enhancement above about 18%;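 also: cells exposed to compounds for 16 hours before the ATP read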
CaV13 ICDI inh = Disruptors of the CACNA1D IQ motif to Ca2+-dependent inactivation inhibitor domain association, primary screening, Förster resonance energy transfer in intact living …; AID 743397; inhibition, % at 12.3 µM; HEK cells, CFP/YFP FRET ICDI-IQ, plate reader, 10 min; percent FRET-ratio fall versus neutral wells; 340,000 compounds, 0.098% hits;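 active = mean replicate inhibition of at least 30% and at least 1% of replicates passing that level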;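 also: 0% = median of the neutral control wells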
HIF-2a block = HIF-2a inhibition. 786-0 RCC cells HIF-2a reporter, luciferase luminescence, overnight. inhibition, % at 18.8 µM. 360,000 compounds, 0.72% hits. AID 624352;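 active = inhibition of the luminescence signal of 40% or more relative to plate controls, in a single-dose primary screen at 18.75 µM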
TRPM1 prom inh = inhibitors of MITF-driven TRPM1 promoter in melanoma cells. SK-MEL-5 TRPM1 promoter luciferase, 24 h. inhibition, % at 12.5 µM. 330,000 compounds, 0.83% hits. AID 488899;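 active = mean inhibition across replicates of 60% or more, whatever share of single replicates reaches that level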; also: values of inactives mirror those of a sister screen read the other way
* hit, by the source's call.

The first four compounds, to show the layout:
For Cc1nnsc1C(=O)N1CCCC(N2CCN(c3cccc(C(F)(F)F)c3)CC2)C1 (stereo unspecified) the results were PDI inh 1, Peg3 prom inh 7, aDG glyco act 0.1, NR2E3 ag-1 1, Granule exo inh -1, NR2E3 ag-2 -1, Vif imaging 0, hiPSC survival 0.5, CaV13 ICDI inh -2, HIF-2a block 3 and TRPM1 prom inh 4.
For Cc1cc(NS(=O)(=O)c2ccc(NC(=O)CSc3nc4ncc(Br)cc4[nH]3)cc2)nc(C)n1 the results were PDI inh -5, Peg3 prom inh 12, aDG glyco act 0.0, NR2E3 ag-1 5, Granule exo inh -2, NR2E3 ag-2 5, Vif imaging 9, hiPSC survival -0.1, CaV13 ICDI inh -5, HIF-2a block 14 and TRPM1 prom inh 10.
For COc1cc(OC)cc(C(=O)NCC(=O)Nc2ccc(OC)c(Cl)c2)c1 the results were PDI inh 1, Peg3 prom inh -6, aDG glyco act -0.1, NR2E3 ag-1 -2, Granule exo inh -5, NR2E3 ag-2 -27, Vif imaging -8, hiPSC survival -0.7, CaV13 ICDI inh -19, HIF-2a block -3 and TRPM1 prom inh -6.
For COc1ccc(CCNC(=O)CC(=O)N/N=C/c2ccc(C(=O)O)cc2)cc1OC the results were PDI inh -7, Peg3 prom inh 16, aDG glyco act 0.0, NR2E3 ag-1 3, Granule exo inh 4, NR2E3 ag-2 0, Vif imaging -11, hiPSC survival -0.3, CaV13 ICDI inh -22, HIF-2a block 13 and TRPM1 prom inh -4.

The list itself, from the start:
For Cc1nnsc1C(=O)N1CCCC(N2CCN(c3cccc(C(F)(F)F)c3)CC2)C1 (stereo unspecified) the results were PDI inh 1, Peg3 prom inh 7, aDG glyco act 0.1, NR2E3 ag-1 1, Granule exo inh -1, NR2E3 ag-2 -1, Vif imaging 0, hiPSC survival 0.5, CaV13 ICDI inh -2, HIF-2a block 3 and TRPM1 prom inh 4.
For Cc1cc(NS(=O)(=O)c2ccc(NC(=O)CSc3nc4ncc(Br)cc4[nH]3)cc2)nc(C)n1 the results were PDI inh -5, Peg3 prom inh 12, aDG glyco act 0.0, NR2E3 ag-1 5, Granule exo inh -2, NR2E3 ag-2 5, Vif imaging 9, hiPSC survival -0.1, CaV13 ICDI inh -5, HIF-2a block 14 and TRPM1 prom inh 10.
For COc1cc(OC)cc(C(=O)NCC(=O)Nc2ccc(OC)c(Cl)c2)c1 the results were PDI inh 1, Peg3 prom inh -6, aDG glyco act -0.1, NR2E3 ag-1 -2, Granule exo inh -5, NR2E3 ag-2 -27, Vif imaging -8, hiPSC survival -0.7, CaV13 ICDI inh -19, HIF-2a block -3 and TRPM1 prom inh -6.
For COc1ccc(CCNC(=O)CC(=O)N/N=C/c2ccc(C(=O)O)cc2)cc1OC the results were PDI inh -7, Peg3 prom inh 16, aDG glyco act 0.0, NR2E3 ag-1 3, Granule exo inh 4, NR2E3 ag-2 0, Vif imaging -11, hiPSC survival -0.3, CaV13 ICDI inh -22, HIF-2a block 13 and TRPM1 prom inh -4.
Screening CC(=O)Nc1cccc(NC(=O)c2ccc(S(=O)(=O)NCc3ccco3)cc2)c1 returned PDI inh 0, Peg3 prom inh 12, aDG glyco act -0.3, Granule exo inh 21, NR2E3 ag-2 -9, hiPSC survival -0.7, CaV13 ICDI inh -11 and HIF-2a block 7.
c1ccc(CSc2ccc(-c3cccnc3)nn2)nc1 was read as PDI inh -3, Peg3 prom inh -87, aDG glyco act -0.2, NR2E3 ag-1 -1, Granule exo inh 0, NR2E3 ag-2 -29, Vif imaging 2, hiPSC survival -0.7, CaV13 ICDI inh 1, HIF-2a block -97 and TRPM1 prom inh -31.
Screening C=C[C@](C)(CC[C@@]1(C)C(C)CC(OC2OC(C)C(OC3OC(COC(C)=O)C(O)C(O)C3O)C(O)C2O)[C@@]2(C)C(C)=CCCC12)OC1OC(C)C(O[C@@H]2O[C@@H](C)C(O)C(O)[C@H]2O)C(O)C1O (stereo partly specified) returned PDI inh 10, Peg3 prom inh -22, aDG glyco act -0.2, Granule exo inh -2, NR2E3 ag-2 -14, Vif imaging 13, hiPSC survival -0.6, HIF-2a block 9 and TRPM1 prom inh 0.
COC(=O)c1c(-c2ccsc2)sc2ccc(-c3cc(OC)c(OC)c(OC)c3)cc12 was read as PDI inh -3, Peg3 prom inh 16, aDG glyco act -0.6, Granule exo inh 3, NR2E3 ag-2 14, Vif imaging -3, hiPSC survival -1.1, CaV13 ICDI inh -10, HIF-2a block 1 and TRPM1 prom inh -4.
For Cc1ccc(C(=O)Nc2onc(C)c2C#N)cc1 the results were PDI inh 11, Peg3 prom inh -18, aDG glyco act 0.0, NR2E3 ag-1 4, Granule exo inh -1, NR2E3 ag-2 3, Vif imaging -4, hiPSC survival 2.1, HIF-2a block -11 and TRPM1 prom inh -12.
For COc1ccccc1NC(=S)N(Cc1ccco1)Cc1cc2cccc(C)c2[nH]c1=O the results were PDI inh -10, Peg3 prom inh 40, aDG glyco act -0.2, NR2E3 ag-1 3, Granule exo inh 0, NR2E3 ag-2 -2, Vif imaging -1, hiPSC survival 0.0, CaV13 ICDI inh -6, HIF-2a block 17 and TRPM1 prom inh -2.
For CCOc1cc(CNCC2CCCO2)cc(Br)c1OCC(N)=O (stereo unspecified) the results were PDI inh -4, Peg3 prom inh -7, aDG glyco act -0.1, NR2E3 ag-1 4, Granule exo inh -5, NR2E3 ag-2 5, Vif imaging 5, hiPSC survival 8.0, CaV13 ICDI inh -6, HIF-2a block 4 and TRPM1 prom inh -7.
Screening CCN(c1ccccc1)S(=O)(=O)c1ccc(Cl)c(NC(=O)COC(=O)c2ccc(O)cc2)c1 returned PDI inh 1, Peg3 prom inh 39, aDG glyco act 0.1, NR2E3 ag-1 2, Granule exo inh 13, NR2E3 ag-2 -5, Vif imaging 3, hiPSC survival 1.1, CaV13 ICDI inh -5, HIF-2a block 27 and TRPM1 prom inh 1.
Screening Cc1ccccc1-c1nnc(SCc2ccc(F)cc2)o1 returned PDI inh 3, Peg3 prom inh -175, aDG glyco act -0.3, NR2E3 ag-1 5, Granule exo inh 5, NR2E3 ag-2 -37, Vif imaging -4, hiPSC survival 1.6, CaV13 ICDI inh -6, HIF-2a block -244 and TRPM1 prom inh -48.
`O=C(N/N=C/c1ccccc1C(=O)O)c1cccc(S(=O)(=O)Nc2cc(Cl)ccc2Cl)c1` gave PDI inh 5, Peg3 prom inh -1, aDG glyco act 0.0, NR2E3 ag-1 -2, Granule exo inh 3, NR2E3 ag-2 -13, Vif imaging 1, hiPSC survival -0.3, CaV13 ICDI inh -6, HIF-2a block 13 and TRPM1 prom inh -1.
`CC1CCC2(CC1)SCC(=O)N2c1ccccc1` (stereo unspecified) gave PDI inh -1, Peg3 prom inh 14, aDG glyco act -0.1, NR2E3 ag-1 -3, Granule exo inh 0, NR2E3 ag-2 7, Vif imaging -9, hiPSC survival 5.4, CaV13 ICDI inh 0, HIF-2a block 19 and TRPM1 prom inh -8.
For COc1ccccc1N1CCN(C2CCCN(Cc3ccccc3OCCO)C2)CC1 (stereo unspecified) the results were PDI inh 13, Peg3 prom inh 12, aDG glyco act 0.9, NR2E3 ag-1 -1, Granule exo inh 10, NR2E3 ag-2 -3, Vif imaging 10, hiPSC survival -0.1, CaV13 ICDI inh -20, HIF-2a block 20 and TRPM1 prom inh 1.
O=C(c1ccccc1)N1CCN(c2ccc(NCc3ccc4c(c3)OCO4)cc2)CC1 was read as Peg3 prom inh 2, aDG glyco act -0.2, NR2E3 ag-1 13, Granule exo inh 2, NR2E3 ag-2 -8, Vif imaging 11, hiPSC survival 4.8, CaV13 ICDI inh 56* and HIF-2a block -13.
For C[C@H]1CCC[C@]2(O[C@@H](CCO)C[C@@H](O)[C@@H]2O)O1 the results were PDI inh -2, Peg3 prom inh 0, aDG glyco act 0.0, NR2E3 ag-1 4, Granule exo inh -4, NR2E3 ag-2 25, Vif imaging 4, hiPSC survival -1.5, CaV13 ICDI inh -5, HIF-2a block 3 and TRPM1 prom inh -9.
`COc1ccc(N2CCN(C(=S)Nc3ccc(C)cc3C)CC2)cc1` gave PDI inh -13, Peg3 prom inh -4, aDG glyco act 0.3, NR2E3 ag-1 2, Granule exo inh 13, NR2E3 ag-2 14, hiPSC survival -1.8, CaV13 ICDI inh -1, HIF-2a block 12 and TRPM1 prom inh -1.
Screening O=S(=O)(NC(=S)Nc1ccccc1)c1ccc(F)cc1 returned PDI inh -10, Peg3 prom inh 2, aDG glyco act 0.2, NR2E3 ag-1 0, Granule exo inh -2, NR2E3 ag-2 -13, Vif imaging -4, hiPSC survival -0.6, CaV13 ICDI inh -6, HIF-2a block 10 and TRPM1 prom inh 2.
CC(C)NC(=O)NC(=O)CSc1nnc(COc2ccccc2F)n1C(C)C1CC2CCC1C2 (stereo unspecified) was read as PDI inh 4, Peg3 prom inh 23, aDG glyco act 0.3, NR2E3 ag-1 1, Granule exo inh -1, NR2E3 ag-2 7, Vif imaging -5, hiPSC survival 0.8, CaV13 ICDI inh -8, HIF-2a block -14 and TRPM1 prom inh -9.
Screening Cc1ccccc1C(O)c1ccncc1 (stereo unspecified) returned PDI inh -1, Peg3 prom inh 13, aDG glyco act 0.1, NR2E3 ag-1 -1, Granule exo inh 2, NR2E3 ag-2 -13, Vif imaging 0, hiPSC survival 1.1, CaV13 ICDI inh -7, HIF-2a block -3 and TRPM1 prom inh 8.
For Cc1ccc(C)c(Cn2c(=O)n(CCCC(=O)NCc3ccco3)c(=O)c3ccccc32)c1 the results were PDI inh -7, Peg3 prom inh 27, aDG glyco act 0.9, NR2E3 ag-1 1, Granule exo inh -6, NR2E3 ag-2 -13, Vif imaging 6, hiPSC survival 0.3, CaV13 ICDI inh -8, HIF-2a block -1 and TRPM1 prom inh 17.
O=C(/C=C/c1ccc2ccccc2n1)N1CCN(S(=O)(=O)c2ccc(F)cc2)CC1 was read as PDI inh 1, Peg3 prom inh 17, aDG glyco act 0.4, NR2E3 ag-1 2, Granule exo inh -6, NR2E3 ag-2 -12, Vif imaging -21, hiPSC survival -0.5, CaV13 ICDI inh 2, HIF-2a block 14 and TRPM1 prom inh 52.
Screening CC(C)(C)OC(=O)NNc1c2ccccc2nc2ccccc12 returned PDI inh 2, Peg3 prom inh -5, aDG glyco act 0.3, NR2E3 ag-1 -7, Granule exo inh -2, NR2E3 ag-2 -3, Vif imaging -2, hiPSC survival -0.7, CaV13 ICDI inh -14, HIF-2a block -22 and TRPM1 prom inh -4.
`CSC1=NS(=O)(=O)c2c(C)nn(C)c2S1` gave PDI inh 6, Peg3 prom inh 22, aDG glyco act 0.0, NR2E3 ag-1 -3, Granule exo inh -2, NR2E3 ag-2 -12, Vif imaging 2, hiPSC survival 0.1, CaV13 ICDI inh -4, HIF-2a block 22 and TRPM1 prom inh 4.
Cc1ccc(S(=O)(=O)N2CCN(C(=O)c3ccnn3C)CC2)cc1C was read as PDI inh -3, Peg3 prom inh 11, aDG glyco act 0.0, NR2E3 ag-1 5, Granule exo inh 1, NR2E3 ag-2 -33, Vif imaging 11, hiPSC survival -0.2, HIF-2a block 8 and TRPM1 prom inh -1.
